Glyco luc inh: N-linked glycosylation inhibition. reporter increase, % at 12.5 µM. 360,000 compounds, 0.23% hits. D54 ERlucT glycosylation luciferase reporter, 24 h; percent of 100 nM tunicamycin response. AID 588692;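 active = mean luciferase reporter signal, scaled so untreated is 0 and the glycosylation-blocking control 100, at or above a set limit in every replicate; inconclusive = mean reaches the limit but not every replicate does; inactive = mean below the limit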;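 note: luciferase carries N-glycosylation sites so blocking glycosylation raises the light; 0% = median of neutral control wells and 100% = median of 100 nM tunicamycin wells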
PDI inh: inhibitors of human protein disulfide isomerase. AID 588391. 350,000 compounds, 0.052% hits. P07237. inhibition, % at 10 µM. PDI insulin aggregation turbidity, A650, 90 min;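 active = mean inhibition across replicates of 30% or more, whatever share of single replicates reach that level; inconclusive = mean inhibition below 30% while every single replicate reaches 30%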;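 note: absorbance from insulin aggregation driven by PDI reduction with DTT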
Cardio protect: modulators protecting cardiomyocytes from myocardial damage | 360,000 compounds, 0.63% hits | protection from H2O2 cell death, % at 20 µM | H9c2 cardiomyocytes, H2O2 injury protection, ATPLite, 2 h;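 active = compounds giving at least 50% protection of heart cells from peroxide-induced death in the single-dose screen, raw or plate-pattern-corrected value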;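 note: 0% = DMSO wells with peroxide and 100% = DMSO wells without peroxide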
HTR2A ag: mouse HTR2A agonism via beta-arrestin recruitment; 360,000 compounds, 0.66% hits; CHO-K1 mHTR2A beta-arrestin complementation, luminescence; percent of 30 µM serotonin response; activation, % at 7.6 µM; P35363;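 active = activation above a run cutoff, the mean activation of all tested compounds plus 3 SD, cut at about 14% in these data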;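 note: 0% = plate median of compound wells and 100% = 30 µM serotonin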
ABCB6 inh MLPCN: blocks the human ABCB6 transporter; Q9NP58; K562-ABCB6 porphyrin accumulation, flow cytometry, 1 h; stronger effect = lower value; fluorescence ratio to DMSO, % at 10 µM; 360,000 compounds, 0.19% hits;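 active = fluorescence ratio to DMSO below 75%, the collection mean minus 3 SD; inconclusive = too few cells collected in the well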;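 note: signal is porphyrin accumulated inside mitochondria; 100% equals median channel fluorescence of DMSO control wells; lower ratio means ABCB6 inhibition with less porphyrin fluorescence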
Target sequence (Q9NP58 whole entry, looked up): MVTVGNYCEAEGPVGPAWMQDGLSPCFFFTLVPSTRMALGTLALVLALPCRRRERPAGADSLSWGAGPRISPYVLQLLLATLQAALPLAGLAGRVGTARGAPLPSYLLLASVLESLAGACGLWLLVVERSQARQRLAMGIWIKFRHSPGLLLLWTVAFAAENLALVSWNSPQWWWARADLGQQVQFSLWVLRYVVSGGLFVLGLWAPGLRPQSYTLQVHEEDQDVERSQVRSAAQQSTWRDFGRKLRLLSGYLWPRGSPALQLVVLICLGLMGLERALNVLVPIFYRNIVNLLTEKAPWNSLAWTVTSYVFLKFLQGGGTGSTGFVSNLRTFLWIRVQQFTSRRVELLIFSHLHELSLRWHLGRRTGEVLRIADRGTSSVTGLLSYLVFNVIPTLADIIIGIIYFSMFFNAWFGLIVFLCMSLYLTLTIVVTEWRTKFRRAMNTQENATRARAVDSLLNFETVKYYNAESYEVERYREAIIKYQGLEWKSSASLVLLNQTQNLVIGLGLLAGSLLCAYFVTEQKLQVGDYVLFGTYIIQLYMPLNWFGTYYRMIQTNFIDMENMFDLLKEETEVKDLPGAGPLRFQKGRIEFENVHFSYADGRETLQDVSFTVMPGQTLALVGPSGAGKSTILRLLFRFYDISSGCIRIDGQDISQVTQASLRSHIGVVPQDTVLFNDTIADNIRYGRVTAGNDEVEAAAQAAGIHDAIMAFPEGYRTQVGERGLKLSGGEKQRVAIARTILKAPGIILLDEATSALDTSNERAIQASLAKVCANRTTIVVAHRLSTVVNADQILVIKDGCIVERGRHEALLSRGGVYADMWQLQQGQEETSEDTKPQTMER
CaV13 FRET inh: Primary screen for inhibitors of IQ motif and Ca2+-dependent inactivation inhibitor domain binding in CACNA1D, Förster resonance energy transfer in living cells, … | HEK cells, CFP/YFP FRET ICDI-IQ, plate reader, 10 min; percent FRET-ratio fall versus neutral wells | inhibition, % at 12.3 µM | 340,000 compounds, 0.098% hits | AID 743397;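 active = mean replicate inhibition of at least 30% and at least 1% of replicates passing that level; inconclusive = only one of the two criteria is met; inactive = neither criterion is met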;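 note: 0% = median of the neutral control wells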
Vif imaging: HIV Vif inhibition | HEK293T cells, Vif self-association by quenched fluorescence, imaging, 24 h | 340,000 compounds, 0.35% hits | inhibition, % at 7.49 µM; in the data active = inhibition above about 50%, passing the limit was not always enough; inconclusive = no clear call, values can overlap the other calls; inactive = below about 31%; note: some results filed as inactive read as strong as hits
aDG glyco act: increases alpha dystroglycan glycosylation; AID 624168; activation, % at 10 µM; Pro5-aDG cells, alpha-DG glycosylation AlphaScreen (IIH6); 0% Pro5, 100% B10-LARGE cell signal; 360,000 compounds, 0.22% hits;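 active = activation of at least 8% versus controls, or a plate z-score of at least 8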;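 note: Pro5 are CHO cells carrying HIG-tagged alpha-DG that lacks glycosylation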
MC4R ag barr: activates human MC4R beta-arrestin recruitment | U2OS MC4R beta-arrestin complementation, luminescence; percent of melanotan II response, DMSO zero | activation, % at 8.9 µM | P32245 | AID 540308 | 360,000 compounds, 0.98% hits;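 active = activation above a per-plate cutoff, the mean activation of sample wells on that plate plus 3 SD, cut at about 8% in these data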
MC4R antag cAMP: human MC4R antagonism in cAMP assay | 360,000 compounds, 0.48% hits | inhibition, % at 6.5 µM | P32245 | AID 540295 | MC4R-expressing cells, MTII-stimulated cAMP, LANCE TR-FRET;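 active = inhibition above its plate's cutoff, the mean of tested wells on that plate plus 3 SD, cut at about 29% in these data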;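 note: 0% = Melanotan II alone and 100% = Melanotan II plus saturating MCL0020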
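Material: U2OS-MC4R stable cell line | Reagent: Melanotan II challenge after compound preincubation | Doses: One concentration, 6.5 µM nominal | Incubation: 30-min compound preincubation, 1-h Melanotan II challenge, 1-h detection, room temperature | Signal: TR-FRET cAMP assay | Replicates: One well per compound, no replicates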
* marks the source's active call; other numbers are inactive results; ? = inconclusive; · = not tested or not shown.

SMILES	Glyco luc inh	PDI inh	Cardio protect	HTR2A ag	ABCB6 inh MLPCN	CaV13 FRET inh	Vif imaging	aDG glyco act	MC4R ag barr	MC4R antag cAMP
O=C(/C=C/c1ccco1)OCC(=O)c1cccc([N+](=O)[O-])c1	1	1	2	-1	103	-2	1	-0.1	0.2	16
CC1CN(C(=O)c2cc(S(=O)(=O)N3CCCC3)ccc2Cl)CC(C)O1 (stereo not drawn)	3	-5	3	-6	95	·	1	-0.4	-3.6	-2
COCCNC(=O)C1(C)CCN(C(=O)/C=C/c2ccccc2)C1 (stereo not drawn)	2	-2	-2	13	96	-10	-8	0.3	-1.6	8
CCN(Cc1ccccc1)C(c1ccc(C)cc1)c1nnnn1C(C)(C)C (stereo not drawn)	-7	3	-28	4	104	-5	4	0.0	-0.6	3
CC1(c2nnc(Cc3ccccc3)o2)CC(c2ccc([N+](=O)[O-])cc2)=NO1 (stereo not drawn)	1	1	0	1	91	-3	1	0.5	-0.9	-4
CCOc1ccc(NC(=O)CCSc2ccc3ccccc3n2)cc1	4	-2	-1	-2	101	-5	8	0.0	-0.3	4
CN(C)c1cc(-c2cccc(C(F)(F)F)c2)oc(=O)c1Cl	-1	-2	-3	-5	102	-4	-1	-0.1	1.3	2
COc1ccc(S(=O)(=O)N(CC(=O)NC2CCCC2)c2ccccc2OC)cc1	-1	-3	2	-1	99	-3	·	0.1	-2.5	9
O=S(=O)(c1ccccc1)N1N=C(c2cccs2)CC1c1ccc(F)cc1 (stereo not drawn)	-2	1	-8	-3	90	·	12	1.3	-2.2	10
O=C1C2ON(c3ccccc3)C(c3cccnc3)C2C(=O)N1c1ccc(Cl)c(Cl)c1 (stereo not drawn)	1	-5	2	1	106	-5	-3	-0.2	-0.2	8
C=CCOc1ccc(/C=C/C(=O)OCC(=O)N2CCCc3ccccc32)cc1	-1	-2	-1	9	99	-5	4	0.1	0.5	1
COc1ccccc1-n1cnnc1SC(C)C(=O)Nc1ccc(NC(C)=O)cc1 (stereo not drawn)	1	7	3	1	94	5	-1	0.3	-0.3	1
CCC(C)(C)NC(=O)Nc1cc(Cl)ccc1OC	1	1	-1	-6	102	-5	·	1.0	0.3	24
COCCCNC(=O)Cn1nnc(-c2ccc(NC(=O)c3ccccc3OC)cc2)n1	-1	0	-2	5	98	-5	5	0.0	-0.8	7
Cc1cc(N)n(-c2ccc3ccccc3c2)n1	3	8	-4	0	99	-5	-12	-0.1	-0.9	8
CCOC(=O)N1CCC(NCc2c(C(=O)N(C)Cc3ccccc3)nc3ccccn23)CC1	-1	2	13	0	169	12	-4	0.2	-2.5	8
Cc1ccc(C(=O)N[C@H](C(=O)Nc2ccc(F)cc2)C(C)C)cc1	-2	-8	6	1	97	-17	8	0.1	-2.7	8
C/C(N)=C(/C#N)C(=O)COC(=O)c1cc(-c2ccc(C)cc2)nc2ccccc12	0	20	-4	2	96	-15	-1	-0.3	-1.6	2
O=C1c2ccccc2C2N1CCCN2C(=O)c1sc2ccccc2c1Cl (stereo not drawn)	-2	-7	-8	12	93	-5	-4	1.7	-1.4	5
O=C(NCCc1ccccc1)c1ccc2nc3cc(Cl)ccc3c(=O)n2c1	0	12	1	-9	95	-3	-15	-0.1	-2.1	4
O=C(Nc1nnc(SCCN2CCOCC2)s1)C1CC(=O)N(c2ccccc2)C1 (stereo not drawn)	-2	14	-3	-1	98	·	-2	-0.1	-3.3	17
CC1=C(c2ccccc2)[N+](=O)C2(CCCCC2)N1[O-]	1	-4	4	1	95	-19	-2	0.1	-1.9	2
CC(C)C(=O)c1cn(CC(=O)O)c2ccccc12	1	4	-8	0	106	-4	-8	-0.4	-1.1	-2
CNC(=S)N/N=C/c1cc(C)n(-c2ccc(Cl)c(Cl)c2)c1C	-4	8	-11	-1	95	·	1	1.8	-0.5	-17

Quoted from the results shown (six entries):
SMILES	Glyco luc inh	PDI inh	Cardio protect	HTR2A ag	ABCB6 inh MLPCN	CaV13 FRET inh	Vif imaging	aDG glyco act	MC4R ag barr	MC4R antag cAMP
COCCCNC(=O)Cn1nnc(-c2ccc(NC(=O)c3ccccc3OC)cc2)n1	-1	0	-2	5	98	-5	5	0.0	-0.8	7
Cc1cc(N)n(-c2ccc3ccccc3c2)n1	3	8	-4	0	99	-5	-12	-0.1	-0.9	8
CCOC(=O)N1CCC(NCc2c(C(=O)N(C)Cc3ccccc3)nc3ccccn23)CC1	-1	2	13	0	169	12	-4	0.2	-2.5	8
Cc1ccc(C(=O)N[C@H](C(=O)Nc2ccc(F)cc2)C(C)C)cc1	-2	-8	6	1	97	-17	8	0.1	-2.7	8
C/C(N)=C(/C#N)C(=O)COC(=O)c1cc(-c2ccc(C)cc2)nc2ccccc12	0	20	-4	2	96	-15	-1	-0.3	-1.6	2
O=C1c2ccccc2C2N1CCCN2C(=O)c1sc2ccccc2c1Cl (stereo not drawn)	-2	-7	-8	12	93	-5	-4	1.7	-1.4	5

Remaining list, next part.
SMILES	Glyco luc inh	PDI inh	Cardio protect	HTR2A ag	ABCB6 inh MLPCN	CaV13 FRET inh	Vif imaging	aDG glyco act	MC4R ag barr	MC4R antag cAMP
COc1ccc(N(C(=O)C(C)C)S(=O)(=O)c2cccc3cccnc23)cc1	1	12	20	-2	100	-2	-2	0.7	1.1	-7
Oc1ccc(Oc2ncc(Cl)cc2Cl)cc1	0	-5	-4	1	95	-3	-3	-0.1	0.6	10
N#Cc1ccccc1CSCCNC(=O)Cc1c(F)cccc1Cl	-4	4	2	-8	94	-3	11	0.0	-2.0	14
COc1ccc(CCN2C(=O)c3ccccc3C2(O)c2ncc[nH]2)cc1OC (stereo not drawn)	-1	2	2	1	91	-4	10	-0.3	-2.8	-3
O=[N+]([O-])c1cccc(C(=Nc2ccccc2Cl)NO)c1	-2	7	-8	-1	92	-5	6	0.1	1.2	-4
COc1ccc(NC(=O)CN2C(=O)C(C)Oc3ccccc32)cc1 (stereo not drawn)	-1	2	1	-4	98	-4	-4	0.1	-2.2	16
CCOc1ccc(NC(=O)C2CCC(CNc3c(N4CCCCC4)c(=O)c3=O)CC2)cc1 (stereo not drawn)	-3	7	0	-1	93	-7	1	0.0	-0.2	-6
COc1ccc(Cl)cc1Nc1nc(NCCO)nc(N2CCCCC2)n1	6	-2	-4	5	93	-5	18	0.3	-0.8	4
CC(=O)c1ccc(OCc2cc(C(=O)N(C)Cc3cc(C)no3)no2)cc1	-1	-5	-4	5	102	-3	-5	-0.1	-4.8	3
Cc1ccc(N)c(C(=O)CCCCC(=O)O)c1	1	1	1	1	102	-5	5	0.0	1.9	10
CC(C)(C)NC(=O)CN(C(=O)C(=O)Nc1ccc2c(c1)OCCO2)C1CC1	0	9	1	3	100	-3	13	0.1	-1.4	21
O=c1nc2ccccc2c2n1CC(CN1CCN(C(c3ccccc3)c3ccccc3)CC1)N2 (stereo not drawn)	0	-9	1	-5	90	1	-1	1.8	2.8	-12
COc1ccc(NC(=O)CC2Sc3ncnn3C2=O)cc1 (stereo not drawn)	5	·	-50	-3	103	-2	14	-0.3	-0.9	21
Cc1ccc(CONC(=O)c2ccc(C)cc2)cc1	-1	3	-5	-4	102	-2	-10	0.1	1.9	-2
COCc1ccc(C(=O)N(C)CC2CCCN(CCc3ccc(OC)cc3)C2)o1 (stereo not drawn)	0	3	-3	11	102	-2	6	-0.2	-1.4	3
O=C(C[C@H]1C[C@H](C(=O)N2CCCCC2)[C@@]2(CCc3ccccc3)c3[nH]c4ccc(Cl)cc4c3CCN2C1=O)NCc1cccc(C(F)(F)F)c1	-5	-7	-3	3	99	-4	-5	-0.3	-0.2	10
COc1ccc(-c2cc(C)no2)cc1S(=O)(=O)N1CCOc2ccccc21	-4	0	0	-5	97	-2	-10	0.1	-1.9	-3
O=c1c2cc(N3CCOCC3)ccc2[nH]c(=S)n1CCc1ccccc1	-4	9	-1	-7	102	-7	-8	0.0	-1.0	9
COc1ccc(Cc2nnc(SCC(=O)NCCc3ccccc3)o2)cc1	1	-3	-2	-4	95	-5	?	0.3	-2.3	6
COc1ccc(C(=O)CN2C3=NCCCN3c3ccccc32)cc1OC	-3	1	4	4	98	-5	-10	0.1	2.0	-1
O=C(N/N=C/c1cc(Cl)cc(Cl)c1O)c1ccncc1	2	13	50*	-19	101	-12	0	-0.1	-1.1	13
Nc1nc(NC(=O)c2cccs2)nn1-c1ccccc1	-5	-5	-3	5	91	-5	-6	0.0	0.8	-6
COc1cc(C(=O)NNC(=O)c2ccoc2C)cc(OC)c1OC	-2	15	1	2	98	-6	30	1.3	2.7	-3
CC1CCCN(Cc2c(O)ccc3c(=O)c(-c4ccc(Cl)cc4)coc23)C1 (stereo not drawn)	0	4	5	3	99	-5	-5	0.1	-0.4	19
O=C(COc1ncnc2c(Cl)cc(Cl)cc12)NCCC1=CCCCC1	4	-3	3	6	104	-6	-3	0.0	-0.2	1
CCOC(=O)c1sc(NC(=O)CSc2ncn(-c3ccccc3)n2)nc1C	2	0	11	6	96	-3	10	-0.1	0.3	-4
NC(=O)C1CCN(C(=O)c2ccc3c(c2)S(=O)(=O)c2ccccc2C3=O)CC1	0	-6	8	6	104	-3	4	-0.2	-0.1	14
CC(=O)NS(=O)(=O)c1ccc(NC(=O)c2cc3c(=O)n4ccccc4nc3s2)cc1	1	6	6	2	98	-15	-4	-0.1	-0.1	8
CCS(=O)(=O)N1CCC(NC(=O)C(Cc2cc(OC)ccc2OC)NC(C)=O)CC1 (stereo not drawn)	-1	-2	-2	5	98	-7	3	0.0	-1.5	-2

4 records drawn at random from those above, as already listed:
SMILES	Glyco luc inh	PDI inh	Cardio protect	HTR2A ag	ABCB6 inh MLPCN	CaV13 FRET inh	Vif imaging	aDG glyco act	MC4R ag barr	MC4R antag cAMP
COc1cc(C(=O)NNC(=O)c2ccoc2C)cc(OC)c1OC	-2	15	1	2	98	-6	30	1.3	2.7	-3
Oc1ccc(Oc2ncc(Cl)cc2Cl)cc1	0	-5	-4	1	95	-3	-3	-0.1	0.6	10
CCS(=O)(=O)N1CCC(NC(=O)C(Cc2cc(OC)ccc2OC)NC(C)=O)CC1 (stereo not drawn)	-1	-2	-2	5	98	-7	3	0.0	-1.5	-2
Nc1nc(NC(=O)c2cccs2)nn1-c1ccccc1	-5	-5	-3	5	91	-5	-6	0.0	0.8	-6
